N-glyco inh: blocks N-linked glycosylation in D54 reporter cells | 360,000 tested, 0.23% active | AID 588692 | reporter increase, % at 12.5 µM | D54 ERlucT glycosylation luciferase reporter, 24 h; percent of 100 nM tunicamycin response;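 active = mean luciferase reporter signal, scaled so untreated is 0 and the glycosylation-blocking control 100, at or above a set limit in every replicate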;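 also: luciferase carries N-glycosylation sites so blocking glycosylation raises the light; 0% = median of neutral control wells and 100% = median of 100 nM tunicamycin wells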
ABHD5 PLIN5 PPI: inhibitors of human ABHD5-perilipin-5 interaction | Q00G26+Q8WTS1 | Split G. princeps luciferase complementation, luminescence, 4 h | inhibition, % at 4 µM | 360,000 tested, 0.78% active | AID 602281;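 active = inhibition above the mean inhibition across every tested compound plus 3 SD, cut at about 22% in these data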;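 also: 0% = DMSO only wells and the 100% control is not disclosed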
HTR2A ag: agonists of mouse serotonin 5-HT2A receptor (HTR2A). activation, % at 7.6 µM. 360,000 tested, 0.66% active. P35363. AID 624169. CHO-K1 mHTR2A beta-arrestin complementation, luminescence; percent of 30 µM serotonin response;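 active = activation above a run cutoff, the mean activation of all tested compounds plus 3 SD, cut at about 14% in these data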;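 also: 0% = plate median of compound wells and 100% = 30 µM serotonin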
MC4R antag cAMP: human MC4R antagonism in cAMP assay. P32245. MC4R-expressing cells, MTII-stimulated cAMP, LANCE TR-FRET. inhibition, % at 6.5 µM. 360,000 tested, 0.48% active. AID 540295;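 active = inhibition above its plate's cutoff, the mean of tested wells on that plate plus 3 SD, cut at about 29% in these data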;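 also: 0% = Melanotan II alone and 100% = Melanotan II plus saturating MCL0020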
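Material: U2OS-MC4R stable cell line | Reagent: Melanotan II challenge after compound preincubation | Doses: One concentration, 6.5 µM nominal | Incubation: 30-min compound preincubation, 1-h Melanotan II challenge, 1-h detection, room temperature | Signal: TR-FRET cAMP assay | Replicates: One well per compound, no replicates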
MC4R barr agon: agonists of human melanocortin 4 receptor (MC4R) beta-arrestin | P32245 | activation, % at 8.9 µM | U2OS MC4R beta-arrestin complementation, luminescence; percent of melanotan II response, DMSO zero | AID 540308 | 360,000 tested, 0.98% active;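 active = activation above a per-plate cutoff, the mean activation of sample wells on that plate plus 3 SD, cut at about 8% in these data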
ABCB6 inh MLPCN: human ABCB6 transporter inhibition | Q9NP58 | K562-ABCB6 porphyrin accumulation, flow cytometry, 1 h; hits give low values | fluorescence ratio to DMSO, % at 10 µM | 360,000 tested, 0.19% active;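 active = fluorescence ratio to DMSO below 75%, the collection mean minus 3 SD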;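 also: signal is porphyrin accumulated inside mitochondria; 100% equals median channel fluorescence of DMSO control wells; lower ratio means ABCB6 inhibition with less porphyrin fluorescence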
Target sequence (Q9NP58 whole entry, looked up): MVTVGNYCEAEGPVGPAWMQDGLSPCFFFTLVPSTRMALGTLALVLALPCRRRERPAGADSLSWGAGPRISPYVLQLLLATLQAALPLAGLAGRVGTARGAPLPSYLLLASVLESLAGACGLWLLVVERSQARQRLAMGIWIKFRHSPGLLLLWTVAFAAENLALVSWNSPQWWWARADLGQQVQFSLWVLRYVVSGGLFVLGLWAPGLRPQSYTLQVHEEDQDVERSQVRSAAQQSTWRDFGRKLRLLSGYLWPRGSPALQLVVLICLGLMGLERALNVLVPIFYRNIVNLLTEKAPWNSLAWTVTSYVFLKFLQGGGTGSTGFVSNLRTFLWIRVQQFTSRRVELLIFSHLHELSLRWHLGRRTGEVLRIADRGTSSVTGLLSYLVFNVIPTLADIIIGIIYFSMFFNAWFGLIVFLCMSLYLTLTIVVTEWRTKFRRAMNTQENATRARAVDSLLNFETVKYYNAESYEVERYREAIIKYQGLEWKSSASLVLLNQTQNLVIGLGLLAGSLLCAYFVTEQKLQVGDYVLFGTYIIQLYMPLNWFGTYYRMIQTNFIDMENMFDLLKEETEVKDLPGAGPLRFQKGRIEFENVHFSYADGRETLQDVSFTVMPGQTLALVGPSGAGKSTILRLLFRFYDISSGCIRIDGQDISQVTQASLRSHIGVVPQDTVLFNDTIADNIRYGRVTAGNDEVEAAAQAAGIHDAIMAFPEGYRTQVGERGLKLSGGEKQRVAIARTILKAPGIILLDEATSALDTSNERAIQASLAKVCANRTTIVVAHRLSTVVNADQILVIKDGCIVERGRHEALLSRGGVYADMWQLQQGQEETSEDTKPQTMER
Cardio protect: modulators protecting cardiomyocytes from myocardial damage; protection from H2O2 cell death, % at 20 µM; 360,000 tested, 0.63% active; H9c2 cardiomyocytes, H2O2 injury protection, ATPLite, 2 h;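 active = compounds giving at least 50% protection of heart cells from peroxide-induced death in the single-dose screen, raw or plate-pattern-corrected value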;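 also: 0% = DMSO wells with peroxide and 100% = DMSO wells without peroxide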
aDG glyco up: increases alpha dystroglycan glycosylation; activation, % at 10 µM; 360,000 tested, 0.22% active; Pro5-aDG cells, alpha-DG glycosylation AlphaScreen (IIH6); 0% Pro5, 100% B10-LARGE cell signal;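 active = activation of at least 8% versus controls, or a plate z-score of at least 8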;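 also: Pro5 are CHO cells carrying HIG-tagged alpha-DG that lacks glycosylation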
hiPSC survival: enhancers of human iPSC single-cell survival | hiPSC single-cell survival, ATPlite luminescence; 100% = ROCK inhibitor wells, 0% = DMSO | survival enhancement, % at 20 µM | 360,000 tested, 0.044% active; in the data active = survival enhancement above about 18%;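 also: cells exposed to compounds for 16 hours before the ATP read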
Exocytosis inh: blocks lytic granule exocytosis; TALL-104 LAMP-1 surface exposure, flow cytometry; cells stimulated with thapsigargin and PMA; AID 651702; 360,000 tested, 0.66% active; inhibition, % at 10 µM;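 active = inhibition above about 55%, limit read from the data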
Active calls of the source: *.

For Cc1nn(C)cc1CN(C)C(=O)c1nn2c(c1Br)NC(c1cccs1)CC2C(F)(F)F (stereo unspecified) the results were N-glyco inh -1, ABHD5 PLIN5 PPI 0, HTR2A ag -3, MC4R antag cAMP 11, MC4R barr agon 0.2, ABCB6 inh MLPCN 94, Cardio protect -11, aDG glyco up -0.1, hiPSC survival -0.4 and Exocytosis inh -6.
Screening O=C(Nc1ccccc1)c1ccc(S(=O)(=O)N2CCC(C(=O)O)CC2)cc1 returned N-glyco inh 0, ABHD5 PLIN5 PPI 11, HTR2A ag 0, MC4R antag cAMP 2, MC4R barr agon -4.1, ABCB6 inh MLPCN 102, Cardio protect -1, aDG glyco up 0.0, hiPSC survival -0.2 and Exocytosis inh -1.
Screening O=C(Cn1nc(-c2ccccc2)ccc1=O)NCCN1CCN(c2cccc(Cl)c2)CC1 returned N-glyco inh 0, ABHD5 PLIN5 PPI 7, HTR2A ag -6, MC4R antag cAMP 8, MC4R barr agon 0.0, ABCB6 inh MLPCN 103, Cardio protect 2, aDG glyco up 0.4, hiPSC survival -2.0 and Exocytosis inh 3.
Screening COC(=O)c1cc(CN2C(=O)c3ccccc3C2=O)c(O)c([N+](=O)[O-])c1 returned N-glyco inh 3, ABHD5 PLIN5 PPI -1, HTR2A ag -7, MC4R antag cAMP 23, MC4R barr agon 1.9, ABCB6 inh MLPCN 103, Cardio protect 8, aDG glyco up 0.0, hiPSC survival -0.5 and Exocytosis inh 4.
Cc1ccc(C(=O)Nc2ccc(F)cc2)cc1NC1=NC2CS(=O)(=O)CC2S1 (stereo unspecified) was read as N-glyco inh 2, ABHD5 PLIN5 PPI -7, HTR2A ag 2, MC4R antag cAMP 5, MC4R barr agon 0.5, ABCB6 inh MLPCN 105, Cardio protect -9, aDG glyco up -0.1, hiPSC survival 0.5 and Exocytosis inh 14.
Screening Cc1ccccc1CNC(=O)CCC(=O)N1CCOc2ccccc21 returned N-glyco inh 0, ABHD5 PLIN5 PPI 4, HTR2A ag 14, MC4R antag cAMP 8, MC4R barr agon -1.3, ABCB6 inh MLPCN 101, Cardio protect -3, aDG glyco up -0.1, hiPSC survival 2.2 and Exocytosis inh 2.
For CCCCCC(=O)N(O)C1CC(=O)N(c2ccccc2)C1=O (stereo unspecified) the results were N-glyco inh 24, ABHD5 PLIN5 PPI 10, HTR2A ag 5, MC4R antag cAMP 15, MC4R barr agon 0.0, ABCB6 inh MLPCN 96, Cardio protect -34, aDG glyco up -0.6, hiPSC survival 8.8 and Exocytosis inh 42.
O=c1c2ccccc2oc2ccc(C#CC3(O)CCCCC3)cc12 was read as N-glyco inh -18, ABHD5 PLIN5 PPI -7, HTR2A ag 0, MC4R antag cAMP 8, MC4R barr agon 4.1, ABCB6 inh MLPCN 97, Cardio protect -30, aDG glyco up -0.1, hiPSC survival -2.6 and Exocytosis inh -1.
NS(=O)(=O)c1ccc(CCNC(=O)COC(=O)C2COc3ccccc3O2)cc1 (stereo unspecified) was read as N-glyco inh 1, ABHD5 PLIN5 PPI 10, HTR2A ag 1, MC4R antag cAMP 10, MC4R barr agon 0.1, ABCB6 inh MLPCN 98, Cardio protect 2, aDG glyco up 0.2, hiPSC survival -1.6 and Exocytosis inh -2.
Screening CCCNS(=O)(=O)c1ccc(CCC(=O)Nc2cc(Cl)ccc2Oc2ccccc2)cc1 returned N-glyco inh -6, ABHD5 PLIN5 PPI -1, HTR2A ag -5, MC4R antag cAMP 12, MC4R barr agon 0.5, ABCB6 inh MLPCN 97, Cardio protect -13, aDG glyco up 0.7, hiPSC survival -1.6 and Exocytosis inh 0.
`O=C(CSc1nnc(CNC(=O)C23CC4CC(CC(C4)C2)C3)n1-c1ccccc1)Nc1ccc(F)cc1` gave N-glyco inh -7, ABHD5 PLIN5 PPI 1, HTR2A ag 1, MC4R antag cAMP 7, MC4R barr agon -0.9, ABCB6 inh MLPCN 94, Cardio protect 9, aDG glyco up 0.6, hiPSC survival -1.0 and Exocytosis inh -2.
`CSc1cccc(NS(=O)(=O)c2cccs2)c1` gave N-glyco inh 1, ABHD5 PLIN5 PPI 0, HTR2A ag -2, MC4R antag cAMP 5, MC4R barr agon 0.4, ABCB6 inh MLPCN 99, Cardio protect 3, aDG glyco up 0.0, hiPSC survival -1.6 and Exocytosis inh -2.
Screening CCN(CC)C(=O)CSc1nnc(-c2ccccn2)n1Cc1ccccc1 returned N-glyco inh 0, ABHD5 PLIN5 PPI -2, HTR2A ag 2, MC4R antag cAMP 13, MC4R barr agon 0.4, ABCB6 inh MLPCN 89, Cardio protect 6, aDG glyco up 0.4, hiPSC survival 1.7 and Exocytosis inh 1.
For COc1ccc(-c2nc3n(n2)C(c2ccccc2)C2=C(CCCC2=O)N3)cc1OC (stereo unspecified) the results were N-glyco inh 1, ABHD5 PLIN5 PPI 5, HTR2A ag -6, MC4R antag cAMP 11, MC4R barr agon -0.9, ABCB6 inh MLPCN 96, Cardio protect 9, aDG glyco up 0.3, hiPSC survival 0.9 and Exocytosis inh -1.
Screening Nc1cc(Cl)ccc1C(=O)OCC(=O)N1CCOCC1 returned N-glyco inh 2, ABHD5 PLIN5 PPI -5, HTR2A ag 10, MC4R antag cAMP 1, MC4R barr agon -0.3, ABCB6 inh MLPCN 99, Cardio protect 2, aDG glyco up 0.0, hiPSC survival -0.7 and Exocytosis inh -2.
Screening O=C(/C=C/c1ccc(N2CCOCC2)cc1)c1ccccc1 returned N-glyco inh -3, ABHD5 PLIN5 PPI 13, HTR2A ag 0, MC4R antag cAMP 4, MC4R barr agon 0.1, ABCB6 inh MLPCN 105, Cardio protect -12, aDG glyco up 0.0, hiPSC survival -2.7 and Exocytosis inh -1.
COc1ccc(C2C3=C(CCCC3=O)NC3=C2C(=O)c2ccccc23)cc1 (stereo unspecified) was read as N-glyco inh -2, ABHD5 PLIN5 PPI 14, HTR2A ag -10, MC4R antag cAMP 5, MC4R barr agon -2.0, ABCB6 inh MLPCN 102, Cardio protect 9, aDG glyco up -0.2, hiPSC survival -0.7 and Exocytosis inh 10.
CCC1CCCCN1C(=S)NC(=O)c1ccc([N+](=O)[O-])cc1 (stereo unspecified) was read as N-glyco inh 2, ABHD5 PLIN5 PPI 0, HTR2A ag 1, MC4R antag cAMP 6, MC4R barr agon -2.2, ABCB6 inh MLPCN 102, Cardio protect 4, aDG glyco up 0.3, hiPSC survival 1.6 and Exocytosis inh -3.
For CC(C)Nc1nc(NC2CCCC2)nc(N2CCOCC2)n1 the results were N-glyco inh 1, ABHD5 PLIN5 PPI 5, HTR2A ag -3, MC4R antag cAMP -4, MC4R barr agon 1.7, ABCB6 inh MLPCN 98, Cardio protect -13, aDG glyco up 0.1, hiPSC survival -0.4 and Exocytosis inh 4.
Screening CCOc1ccc(S(=O)(=O)NCCC(=O)Nc2ncccc2C)cc1 returned N-glyco inh 1, ABHD5 PLIN5 PPI -4, HTR2A ag 1, MC4R antag cAMP 18, MC4R barr agon -0.1, ABCB6 inh MLPCN 100, Cardio protect 3, aDG glyco up -0.3, hiPSC survival -0.6 and Exocytosis inh -2.
For CCCCOc1ccc(C2CC(=O)N(C)C2=O)cc1 (stereo unspecified) the results were N-glyco inh 0, ABHD5 PLIN5 PPI 0, HTR2A ag 1, MC4R antag cAMP 2, MC4R barr agon 1.5, ABCB6 inh MLPCN 97, Cardio protect 18, aDG glyco up -0.1, hiPSC survival -1.3 and Exocytosis inh 0.
Screening CCCNS(=O)(=O)c1ccc(NC(=O)c2ccccn2)cc1 returned N-glyco inh -4, ABHD5 PLIN5 PPI -2, HTR2A ag 4, MC4R antag cAMP 16, MC4R barr agon 1.1, ABCB6 inh MLPCN 100, Cardio protect -14, aDG glyco up 0.4, hiPSC survival 6.0 and Exocytosis inh 2.
Screening C/C(=N\NC(=O)c1cccs1)c1cccnc1 returned N-glyco inh 0, ABHD5 PLIN5 PPI -1, HTR2A ag -4, MC4R antag cAMP -9, MC4R barr agon -2.5, ABCB6 inh MLPCN 96, Cardio protect 46, aDG glyco up -0.4, hiPSC survival 1.5 and Exocytosis inh -1.
For O=C(c1cc(-c2ccc(F)cc2)nc2ccccc12)N1CCC1 the results were N-glyco inh 0, ABHD5 PLIN5 PPI -6, HTR2A ag -5, MC4R antag cAMP 8, MC4R barr agon 0.0, ABCB6 inh MLPCN 98, Cardio protect -3, aDG glyco up -0.1, hiPSC survival 3.8 and Exocytosis inh 4.
O=C(COC(=O)CCSc1ccccc1)Nc1ccc(F)cc1Cl was read as N-glyco inh 1, ABHD5 PLIN5 PPI -1, HTR2A ag -2, MC4R antag cAMP -7, MC4R barr agon 0.5, ABCB6 inh MLPCN 103, Cardio protect -5, aDG glyco up -0.3, hiPSC survival -1.6 and Exocytosis inh 1.
`O=C(NC(=S)N1CCOCC1)c1cn(-c2ccccc2)nc1-c1ccc(F)cc1` gave N-glyco inh 3, ABHD5 PLIN5 PPI -8, HTR2A ag -2, MC4R antag cAMP 7, MC4R barr agon 2.4, ABCB6 inh MLPCN 99, Cardio protect 8, aDG glyco up 0.8, hiPSC survival 0.6 and Exocytosis inh 18.
Screening COCC1CCN(Cc2cn(-c3ccccc3F)nc2-c2cc(C)sc2C)CC1 returned N-glyco inh 0, ABHD5 PLIN5 PPI 3, HTR2A ag -3, MC4R antag cAMP 5, MC4R barr agon 0.1, ABCB6 inh MLPCN 101, Cardio protect 1, aDG glyco up -0.2, hiPSC survival -0.8 and Exocytosis inh -2.
COC(=O)c1ccccc1NS(=O)(=O)c1ccc(F)cc1 was read as N-glyco inh -2, ABHD5 PLIN5 PPI -8, HTR2A ag 2, MC4R antag cAMP -2, MC4R barr agon -0.4, ABCB6 inh MLPCN 101, Cardio protect 8, aDG glyco up -0.2, hiPSC survival -0.8 and Exocytosis inh -2.
`Cc1ccc(C)c(NC(=O)CSc2nc3ccccc3nc2N2CCOCC2)c1` gave N-glyco inh 0, ABHD5 PLIN5 PPI -4, HTR2A ag 2, MC4R antag cAMP 8, MC4R barr agon -1.2, ABCB6 inh MLPCN 97, Cardio protect 1, aDG glyco up 0.1, hiPSC survival 0.2 and Exocytosis inh -8.
`Cc1cc(C)cc(OCC(=O)OC(C)C(=O)Nc2c(C)n(C)n(-c3ccccc3)c2=O)c1` (stereo unspecified) gave N-glyco inh 0, ABHD5 PLIN5 PPI 11, HTR2A ag 12, MC4R antag cAMP -3, MC4R barr agon -0.8, ABCB6 inh MLPCN 93, Cardio protect 6, aDG glyco up 0.2, hiPSC survival -0.3 and Exocytosis inh 3.
C/C(CC(=O)Nc1c(C)cc(C)cc1C)=N\NC(=O)Cc1ccccc1 was read as N-glyco inh 0, ABHD5 PLIN5 PPI 5, HTR2A ag 1, MC4R antag cAMP 1, MC4R barr agon 1.7, ABCB6 inh MLPCN 93, Cardio protect 2, aDG glyco up 0.0, hiPSC survival -0.3 and Exocytosis inh -10.
Cc1ccc(CC2(O)CC(C)N(C)CC2C)c(C)c1 (stereo unspecified) was read as N-glyco inh 1, ABHD5 PLIN5 PPI 1, HTR2A ag 3, MC4R antag cAMP -4, MC4R barr agon 3.2, ABCB6 inh MLPCN 93, Cardio protect 4, aDG glyco up 0.2, hiPSC survival -1.5 and Exocytosis inh -1.

Screening results as filed in PubChem BioAssay.

Compounds as they come; 4.5% or so of the library scored in one or more.
